# From PubChem
# PG9 Ab binder: binders of HIV-1 gp120 antibody PG9, primary screen, biochemical, TR-FRET | 0.43% of 360,000 active | TR-FRET gp120-PG9 antibody binding | HIV-1 gp120 / PG9 antibody interaction | inhibition, % at 6.7 µM; in the data active = inhibition above about 8.5%
# PRMT1 FP inh: PRMT1 methyltransferase inhibitors, primary screen, biochemical, fluorescence polarization; AID 652257, 2013; 1.3% of 370,000 active; inhibition, % at 2.79 µM; recombinant PRMT1, activity-based probe fluorescence polarization; Protein arginine N-methyltransferase 1 (Homo sapiens), Q99873;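 active = inhibition above about 21% made by adding two undisclosed values, limit read from the data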
# UHRF1 binding: UHRF1 methylated DNA binding inhibitors, primary screen, counter-screen for MBD2 inhibitor project, biochemical, TR-FRET, human UHRF1, single concentration. E3 ubiquitin-protein ligase UHRF1 (Homo sapiens), Q96T88. UHRF1 binding to methylated oligo. inhibition, % at 4.4 µM. 0.75% of 370,000 active. AID 687016, 2013; in the data active = inhibition above about 21%;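 also: UHRF1 SRA domain binding a hemimethylated CpG hairpin DNA probe; 0% = median of test compound wells and 100% = reference inhibitor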
# mABHD4 FP: ABHD4 inhibitors, primary screen, biochemical, fluorescence polarization, mouse | inhibition, % at 8.92 µM | AID 720543, 2013 | (Lyso)-N-acylphosphatidylethanolamine lipase (Mus musculus), Q8VD66 | 0.54% of 370,000 active | purified mABHD4, FP-Rh probe fluorescence polarization;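 active = inhibition exceeding the mean over every tested compound plus 3 SD, cut at about 30% in these data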;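 also: 0% = plate median of compound wells and 100% = S159A mutant with DMSO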
# Target sequence (Q8VD66 whole entry, looked up): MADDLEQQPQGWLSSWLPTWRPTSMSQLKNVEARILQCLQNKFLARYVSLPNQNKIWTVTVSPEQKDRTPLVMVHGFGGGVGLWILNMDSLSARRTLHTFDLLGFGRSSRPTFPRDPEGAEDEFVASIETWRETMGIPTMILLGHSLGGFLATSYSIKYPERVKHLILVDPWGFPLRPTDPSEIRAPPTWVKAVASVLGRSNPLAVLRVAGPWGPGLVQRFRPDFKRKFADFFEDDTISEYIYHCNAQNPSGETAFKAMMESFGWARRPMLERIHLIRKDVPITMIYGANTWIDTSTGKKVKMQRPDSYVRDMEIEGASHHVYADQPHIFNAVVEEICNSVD
#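 Assay system: mABHD4 protein; medium: HEPES pH 7.0, NaCl, Pluronic buffer; dosing: 8.92 µM, single dose; schedule: 45 min + 60 min at 25 °C; signal: FP readout, ex 525 nm / em 598 nm; read-out: normalized percent inhibition of probe labeling; repeats: single replicate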
# LEDGF integ inh: blockers of LEDGF/p75-dependent integrase strand transfer – biochemical, TR-FRET, high throughput, primary screen | TR-FRET IN-LEDGF/p75 DNA integration, Eu/Cy5 | inhibition, % at 3.7 µM | 0.64% of 370,000 active | AID 743269, 2014;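 active = inhibition above the screen-wide mean plus 3 SD, cut at about 13% in these data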;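 also: signal is the Cy5 over europium emission ratio at 671 and 618 nm; 0% = plate median of compound wells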
# TCR CD3 inh: inhibitors of human TCR-CD3 interaction, primary screen, biochemical, fluorescence, TAMRA-labeled TCR probe; T-cell receptor (TCR); inhibition, % at 9.4 µM; 0.37% of 360,000 active; in the data active = inhibition above about 19%;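 also: recombinant mutant TCR 2C K166C tagged with TAMRA read by polarization; 0% = receptor in buffer alone and 100% = receptor with positive control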
# HTRA1 inh: HTRA1 serine protease inhibitors, primary screen, biochemical, fluorescence polarization, HTS; 0.5% of 340,000 active; AID 504803, 2011; recombinant HTRA1, FP-rhodamine activity-based probe; inhibition, % at 5.96 µM; Q92743; in the data active = inhibition above about 36%;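 also: 0% = enzyme with DMSO and 100% = wells lacking enzyme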
# SIAE primary: human SIAE inhibitors, primary screen, biochemical, fluorescence polarization, FP-Rh probe, 1536-well HTS; 0.69% of 370,000 active; Sialate O-acetylesterase (Homo sapiens), Q9HAT2; SIAE FP-Rh probe binding; inhibition, % at 9.66 µM;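 active = inhibition above a cutoff: mean of compounds within the control limits plus 3 SD of those, cut at about 17% in these data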;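 also: 0% = plate median of compound wells and 100% = probe without SIAE protein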
# Target sequence (Q9HAT2 whole entry, looked up): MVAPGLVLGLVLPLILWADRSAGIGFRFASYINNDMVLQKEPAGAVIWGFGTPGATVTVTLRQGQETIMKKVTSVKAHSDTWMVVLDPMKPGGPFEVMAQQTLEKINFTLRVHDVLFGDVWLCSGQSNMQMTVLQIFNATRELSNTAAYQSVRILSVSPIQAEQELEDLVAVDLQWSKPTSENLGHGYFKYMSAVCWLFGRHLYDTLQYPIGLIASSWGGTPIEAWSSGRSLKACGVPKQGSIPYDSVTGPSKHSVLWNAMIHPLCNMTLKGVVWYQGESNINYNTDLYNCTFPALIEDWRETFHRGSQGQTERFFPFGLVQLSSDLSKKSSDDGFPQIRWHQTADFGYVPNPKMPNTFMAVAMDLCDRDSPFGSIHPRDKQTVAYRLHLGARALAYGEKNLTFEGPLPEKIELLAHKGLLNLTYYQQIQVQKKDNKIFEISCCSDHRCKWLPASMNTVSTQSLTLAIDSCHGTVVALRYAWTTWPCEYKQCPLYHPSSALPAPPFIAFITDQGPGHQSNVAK
# TDP2 inh: human TDP2 enzyme inhibitors, primary screen, biochemical, epi absorbance, recombinant enzyme; T5PNP hydrolysis, p-nitrophenol absorbance 415 nm; 0.34% of 370,000 active; Tyrosyl-DNA phosphodiesterase 2 (Homo sapiens), O95551; inhibition, % at 12.8 µM; AID 720702, 2013;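 active = inhibition above the mean of all tested compounds plus 3 SD, set per campaign, cut at about 25% in these data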;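 also: 0% = DMSO with enzyme and 100% = buffer with substrate but no TDP2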
#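 Assay system: recombinant human TDP2 / Reagent: T5PNP substrate at 5 mM, a TopII-DNA adduct mimic / Measured by: epi absorbance from released p-nitrophenol / Evaluation: % inhibition relative to enzyme-containing and enzyme-free wells / Control set: enzyme-free and DMSO wells / Replicates: each compound tested once, singlicate / Schedule: enzyme reaction with compound for 2 h at 37 °C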
# DDE Tn7 FP inh: inhibitors of Tn7 peptide binding to fibrin DD(E), primary screen, biochemical, fluorescence polarization, human fibrin, Tn7 probe; 0.13% of 370,000 active; AID 720508, 2013; FP displacement of FITC-Tn7 peptide from fibrin DD(E); 0% = median of compound wells per plate; Fibrinogen beta chain (Homo sapiens), P02675; inhibition, % at 8.3 µM;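 active = inhibition above the mean of compounds falling within the control limits plus 3 SD of them, cut at about 14% in these data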;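 also: 0% = plate median of compound wells and 100% = 10 µM Aha-Tn7 peptide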
#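 Assay system: human fibrin DD(E) protein / Input: 2 µM fibrin DD(E) / Benchmarks: high control of 10 µM Aha-Tn7 peptide / Measured by: fluorescence polarization of the labelled Tn7 tracer / Medium: Tris buffer with calcium and detergent, pH 7.8 / Timing: 10 min compound pre-incubation, 3 h probe incubation at room temperature / Repeats: one replicate per compound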
# Numbers without * were called inactive; · = no result given.
SMILES,PG9 Ab binder,PRMT1 FP inh,UHRF1 binding,mABHD4 FP,LEDGF integ inh,TCR CD3 inh,HTRA1 inh,SIAE primary,TDP2 inh,DDE Tn7 FP inh
COc1cc(OC)c(C(=O)C=Cc2ccc(OC)c(OC)c2)c(OC)c1,-1.9,-1.4,-1.9,6.8,-1.4,-1.6,4.7,1.2,1.9,-3.3
CCN(CC)S(=O)(=O)c1cccc(C(=O)NNC(=O)c2ccc3[nH]c(=O)c(=O)[nH]c3c2)c1,-1.9,-1.3,1.5,-0.2,-1.2,1.9,0.9,-1.1,8.0,-1.9
CC(C)CN(C(=O)COC(=O)c1ccc(Cl)nc1)c1c(N)n(Cc2ccccc2)c(=O)[nH]c1=O,1.3,2.1,1.4,3.9,-1.6,-12.2,-2.0,-2.5,-12.9,-3.6
COC(=O)c1c(NC(=O)CN2CCC3(O)CCCCC3C2c2ccccc2OC)sc(C)c1C (stereo not given),-2.6,-1.1,-0.2,-12.0,0.9,0.1,-15.4,4.3,0.1,3.0
Cc1cnc(C(=O)N2CCN(S(=O)(=O)c3ccc(F)c(F)c3F)CC2)cn1,-0.2,1.6,2.6,2.0,-4.7,-6.8,-3.3,3.0,-3.6,6.9
O=C(c1ccc(F)cc1)C1CCN(C(=O)c2ccc(F)cc2)CC1,0.9,2.0,-1.5,-3.1,-3.8,1.8,7.1,-5.6,-1.8,-0.3
CSCCC(NS(=O)(=O)c1ccccc1)C(=O)Nc1nccs1 (stereo not given),-1.8,-2.3,-4.7,2.6,6.3,3.3,-0.5,3.2,4.5,-7.6
Cc1ccc(N(C(=O)c2snc(C(N)=O)c2N)C(C(=O)NCC2CCCO2)c2ccc(C)o2)c(C)c1 (stereo not given),-0.3,2.7,-0.8,3.1,-3.3,-1.1,-3.5,-7.0,-6.0,3.2
COc1ccc(NC(=O)CSc2nnnn2-c2ccc(OC)cc2)cc1,-0.4,-2.0,6.9,-14.6,0.5,-9.3,-0.5,-5.0,-18.1,-4.1
O=C(c1c(F)cccc1F)N(Cc1ccccn1)C1CC1,0.8,3.4,-0.5,-0.7,-0.6,-4.9,3.4,0.9,-3.0,-3.4
Cc1ccc(C(=O)C[n+]2ccccc2)cc1,1.8,-0.2,-0.6,8.9,-0.7,1.4,3.2,5.9,7.1,-0.5
CC(C)C(=O)Nc1ccc(NC(=S)NC(=O)c2cc3ccccc3o2)cc1,-1.8,-2.7,-1.2,4.4,-1.5,0.3,-0.4,2.2,6.4,2.7
CC(=O)N1CCN(C(=O)C2(NC(=O)Nc3cccc(F)c3)CCCCC2)CC1,-0.9,2.1,1.3,3.5,-5.2,2.4,-0.1,-1.5,1.1,3.1
CC(NS(=O)(=O)c1ccccc1Cl)C1CC2CCC1C2 (stereo not given),-3.0,-4.2,1.1,-2.6,-3.5,-2.3,-19.4,-1.3,-17.1,3.9
Cc1nnc(NC(=O)Nc2ccc(Cl)c(Cl)c2)s1,7.9,-2.8,0.1,-2.1,0.7,1.2,0.4,-22.8,1.1,0.4

# 3 compounds out of the list above, sorted by their value in HTRA1 inh, ascending.
compound	PG9 Ab binder	PRMT1 FP inh	LEDGF integ inh	TCR CD3 inh	HTRA1 inh	SIAE primary	TDP2 inh	DDE Tn7 FP inh
Cc1ccc(N(C(=O)c2snc(C(N)=O)c2N)C(C(=O)NCC2CCCO2)c2ccc(C)o2)c(C)c1 (stereo not given)	-0.3	2.7	-3.3	-1.1	-3.5	-7.0	-6.0	3.2
CC(=O)N1CCN(C(=O)C2(NC(=O)Nc3cccc(F)c3)CCCCC2)CC1	-0.9	2.1	-5.2	2.4	-0.1	-1.5	1.1	3.1
Cc1ccc(C(=O)C[n+]2ccccc2)cc1	1.8	-0.2	-0.7	1.4	3.2	5.9	7.1	-0.5

# Other entries follow.
SMILES,PG9 Ab binder,PRMT1 FP inh,UHRF1 binding,mABHD4 FP,LEDGF integ inh,TCR CD3 inh,HTRA1 inh,SIAE primary,TDP2 inh,DDE Tn7 FP inh
COc1nc(N)nc2c1ncn2[C@@H]1O[C@H](CO)[C@@H](O)[C@@H]1O,·,3.4,-0.2,3.6,1.4,·,·,10.8,-3.2,4.0
O=C(O)CNS(=O)(=O)c1cc(Cl)c(Cl)cc1Cl,0.7,-4.4,2.3,-1.2,0.3,4.3,-0.3,-3.3,-2.8,3.4
COc1ccc(C2CC(C(F)(F)F)n3nc(C(=O)O)c(Br)c3N2)cc1 (stereo not given),1.9,-1.8,1.1,13.8,1.8,5.0,4.8,-5.0,-3.7,-11.9
Cc1ccc(-n2c(SCC(=O)Nc3cccc4ccccc34)nnc2-c2ccccn2)cc1,·,-1.9,0.1,-1.9,-0.3,·,·,-5.1,10.7,1.6
CN(c1ccc(C(=O)Nc2ccccc2C(=O)N2CCCC2)cc1)S(C)(=O)=O,-0.4,1.4,3.0,6.0,3.3,0.8,-1.1,-2.7,-0.1,-5.9
CC(C)NC(=O)C1(C)Cc2c(-c3cccc(C(F)(F)F)c3)ccnc2O1 (stereo not given),-1.9,-4.3,37.6*,-6.3,1.7,-1.5,·,-0.5,-12.8,-5.9
COc1ccccc1S(=O)(=O)Nc1cccc(-c2nnc3n2CCCCC3)c1,1.4,-0.7,0.0,-4.1,2.1,2.8,4.8,2.4,-0.5,-2.2
CN(CCc1ccccc1)C(=O)CC1C(=O)NCCN1Cc1ccccn1 (stereo not given),-1.5,2.4,-1.2,-1.5,-0.9,-5.1,-1.2,2.9,3.1,2.0
CC(C)(C)N(Cc1cn(CC2CCCCC2)nn1)S(=O)(=O)c1ccc(F)cc1Br,·,1.5,-2.2,-0.4,6.8,·,·,-2.5,-8.5,-5.4
COC(=O)c1cccc(NC(=O)CSc2nnc(-c3ccco3)o2)c1,-0.3,-2.4,0.8,-5.6,-1.6,8.2,-5.5,6.3,2.4,-5.0
O=C(COC(=O)C1=COCCO1)Nc1ccc(Cl)cn1,-3.2,2.0,6.6,12.2,4.6,2.5,1.4,-7.0,-3.5,-4.7
O=C(CNC(=O)c1ccc([N+](=O)[O-])cc1)N/N=C\c1ccc(OC(=O)c2ccccc2)cc1,0.2,1.5,3.0,-5.3,-3.6,-5.5,-3.0,-15.7,0.3,7.9
Cc1cc(C)cc(C(=O)N2CC(C)SC2=Nc2cccc(S(=O)(=O)N(C)C)c2)c1 (stereo not given),-0.3,-1.8,10.0,2.9,-1.3,4.9,-18.5,5.3,0.1,-4.6
CCC(C)[C@H](NC(=O)C1CCN(C(=O)[C@H](Cc2ccccc2)NC(=O)OC(C)(C)C)CC1)C(=O)O (stereo not given in full),-1.7,0.4,0.0,5.9,1.5,-2.3,9.7,6.3,11.5,-1.8
COc1ccc(C2CC(c3ccccc3)=NN2c2ccc(Cl)c(C(=O)O)c2)cc1 (stereo not given),3.0,6.9,-0.6,13.9,-1.7,8.2,-16.3,4.2,1.1,0.8
S=C(c1cn(Cc2ccccc2)c2ccccc12)N1CCOCC1,0.5,-1.1,-1.3,-2.0,-3.6,0.9,-6.9,6.1,4.1,-3.9
CC(C)c1cc(C(C)C)c(S(=O)(=O)N2CCCC(C(=O)N3CCN(Cc4ccccc4)CC3)C2)c(C(C)C)c1 (stereo not given),·,-0.9,-0.9,3.3,-2.6,·,·,2.6,-0.8,2.4
O=C(NCc1ccc2c(c1)OCO2)c1c(O)c2cccc3c2n(c1=O)CCC3,0.1,5.3,-1.6,-2.4,0.4,-3.0,1.0,-7.8,-1.8,3.2
Cc1cc(NS(=O)(=O)c2ccc(NC(=O)CSc3nnc(SCc4ccc(Cl)cc4)s3)cc2)nc(C)n1,·,3.1,0.9,-30.8,4.8,·,·,-27.9,-2.7,3.0
O=C(N/N=C/C=C/c1ccccc1)c1ccncc1,-5.5,-3.1,-2.6,-1.5,5.3,-8.1,3.5,-0.4,-5.3,5.3
O=C(CN(c1ccccc1)S(=O)(=O)c1ccccc1)N1CCOCC1,-0.1,1.6,4.4,-2.9,-6.7,2.7,2.1,-1.0,-3.9,-5.5
O=C(CSc1n[nH]c(=O)n1C1CC1)NCc1ccccc1Cl,-2.7,-10.0,1.6,2.5,1.6,7.8,-3.2,-4.8,-6.1,-6.4
CN(C)CCC=C1c2ccccc2C=Cc2ccccc21,-0.5,-0.5,1.4,5.8,-5.4,2.6,4.2,0.0,-7.8,0.0
CCOC(=O)N1CCN(C(=O)COCc2cc(-c3ccc4c(c3)OCO4)on2)CC1,-3.1,-1.1,0.9,0.6,2.6,2.7,0.5,5.7,5.6,-1.2
CCCN1CCC(N2CCCC(C(=O)O)C2)CC1 (stereo not given),-0.9,-1.3,-4.6,-3.7,2.7,7.0,-3.4,-1.4,5.0,2.5
Cn1c(N)c(S(=O)(=O)N2CCN(c3cccc(Cl)c3)CC2)c(=O)n(C)c1=O,-0.5,1.0,0.6,8.4,1.6,9.3,1.3,7.8,-4.8,5.5
CC(C)(CC(=O)O)CC(=O)Nc1ccccc1Oc1ccccc1,0.4,-2.3,-3.0,-0.6,0.5,-0.3,0.2,4.7,2.2,-0.6
O=C(CSc1ccc(-c2ccc(-n3cccn3)cc2)nn1)Nc1ccccc1F,-2.4,-3.3,-1.4,-2.3,5.0,-7.9,1.5,-1.4,-5.9,-7.6
COc1ccc(OCC(=O)Nc2ccc(S(=O)(=O)N3CCOCC3)cc2)cc1,-0.1,2.0,2.7,3.2,-0.1,-6.2,-3.5,-0.6,-4.2,-3.4
O=C(c1ccccc1)n1ccc2ccccc21,0.2,-0.7,-0.4,-4.3,-1.3,-1.0,-8.1,-0.9,11.2,0.1
O=C(/C=C/c1ccccc1)n1cnnc1SC/C=C/c1ccccc1,-2.4,3.0,-1.1,-1.0,2.5,1.1,3.3,7.4,8.3,1.1
Oc1ccccc1-c1cc(C(F)(F)F)nc(-c2ccccc2)n1,-0.4,-2.0,0.8,-1.2,-0.7,2.6,-3.0,0.5,-10.2,-2.4
Cc1ccc(C(=O)N/C(=C\c2ccco2)C(=O)N2CC(C)OC(C)C2)cc1C (stereo not given),-1.6,6.0,-6.5,2.7,2.4,7.5,5.1,8.0,8.3,4.2
COC(/C(=N/O)c1ccc(Cl)cc1)c1ccccc1 (stereo not given),0.6,1.5,4.8,-8.4,-3.8,0.3,-7.8,-5.2,-11.8,-1.2
